# aSyn yeast rescue = alpha-synuclein toxicity suppression in yeast. Potency, µM (titrated, usually from 46.1 µM), inactives show at the highest dose growth rescue (activation), hits mostly activators. S. cerevisiae alpha-synuclein toxicity rescue, BacTiter-Glo growth, 24 h. 94,000 compounds, 0.02% hits. AID 1347070; active = well fitted activation curve with a large enough effect; inconclusive = small, poorly fitted or top-dose-only effect; also: 0% is about no effect
#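 Growth restoration measured by BacTiter-Glo luminescence after 24 hr at 30 deg C; alpha-synuclein yeast, raffinose-pregrown to mid-log, were added at OD600=0.02 in galactose medium onto pinned compounds.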
# * = called active by the depositor; ? = inconclusive; & = joins results of further samples; [ ] = remark or other dose. Potency is read from the fitted curve at half-maximal effect. Only part of the results is shown; the hit share may differ from the screen's.
SMILES,aSyn yeast rescue
CCC1CN(S(=O)(=O)c2cc(-c3onc(C)c3C)ccc2C)c2cc(Cl)ccc2O1 (stereo unspecified),-1%
CSc1ccc(S(=O)(=O)N2CCC(C(=O)NCc3ccco3)CC2)cc1,5%
COc1ccc(NS(=O)(=O)c2cc3c(cc2C)N(C(C)=O)CCO3)cc1,-2%&-14%
Clc1ccccc1NN(Cc1ccccn1)c1ccccc1Cl,-21%
Cc1cc(C)c2oc(C(=O)Nc3ccc(S(=O)(=O)N4CCCCC4)cc3)cc(=O)c2c1,3%
Cc1ccc2oc(C(=O)N3CCC(c4nc5ccccc5s4)CC3)c(C)c2c1,5%
CCc1nnc(N2C(=O)c3ccccc3C2(O)c2ccccc2)s1 (stereo unspecified),-13%
COc1ccc(Nc2ccc(N3C(=O)CC(C)C3=O)cc2[N+](=O)[O-])cn1 (stereo unspecified),4%
C=CCN(c1ccc(C(=O)Nc2ccc(NC(C)=O)cc2)cc1)S(C)(=O)=O,-19%
CCc1ccc(-n2c(=O)c3ccccc3n(CC(=O)NCc3ccco3)c2=O)cc1,8%
Cc1noc(C)c1S(=O)(=O)N1CCCC(C(=O)Nc2ccc(C(C)C)cc2)C1 (stereo unspecified),-12%
CCCCCN(C(=O)CCC(=O)OCC(=O)Nc1cccc(SC)c1)c1c(N)n(CCCC)c(=O)[nH]c1=O,-10%
CC(C)C(=O)N1c2nc(-c3ccco3)nn2C2(CCCCC2)[C@@H]2CCCC[C@@H]21,8%
CCOc1ccc(N2C(=O)c3[nH]nc(-c4ccccc4)c3C2c2ccc(O)c(OC)c2)cc1 (stereo unspecified),-8%
Cc1ccc(-n2c(C)nc3ccsc3c2=O)cc1,-2%
CC(C)=CCN1CCN(Cc2cnc(-c3ccccc3)s2)CC1CCO (stereo unspecified),-11%
COc1ccc(CCNC(=O)CS(=O)(=O)Cc2nc(-c3ccccc3Cl)oc2C)cc1OC,0%
O=C(CSc1nc(=O)n(Cc2cccnc2)c2c1CCC2)Nc1cccc(Cl)c1,3%
Cc1ccc(C(=O)Nc2nnc(SCc3cc(=O)c4c(C)ccc(C)c4[nH]3)s2)cc1,-13%
Cc1cc(C)cc(OCC(=O)Nc2c(C)ccc3nsnc23)c1,-44%[inhibitor]
Cc1ccc2nc(COC(=O)CNC(=O)c3ccccc3)cn2c1,-6%
FC(F)(F)c1cccc(-c2nc3nc(Cl)c(Cl)nc3[nH]2)c1,-25%
Cc1coc2cc3oc(=O)c(CCC(=O)NCCCN4CCCC4=O)c(C)c3cc12,1%
COC(=O)c1ccc(Cn2c(=O)cc(C(F)(F)F)c3c(C)nn(C)c32)cc1,3%

# In the list so far, these contain four or more nitrogen atoms:
SMILES,aSyn yeast rescue
COc1ccc(Nc2ccc(N3C(=O)CC(C)C3=O)cc2[N+](=O)[O-])cn1 (stereo unspecified),4%
CCCCCN(C(=O)CCC(=O)OCC(=O)Nc1cccc(SC)c1)c1c(N)n(CCCC)c(=O)[nH]c1=O,-10%
CC(C)C(=O)N1c2nc(-c3ccco3)nn2C2(CCCCC2)[C@@H]2CCCC[C@@H]21,8%
O=C(CSc1nc(=O)n(Cc2cccnc2)c2c1CCC2)Nc1cccc(Cl)c1,3%
Cc1ccc(C(=O)Nc2nnc(SCc3cc(=O)c4c(C)ccc(C)c4[nH]3)s2)cc1,-13%
FC(F)(F)c1cccc(-c2nc3nc(Cl)c(Cl)nc3[nH]2)c1,-25%

# (further entries)
SMILES,aSyn yeast rescue
Cc1ccc(Cc2cn3cc(-c4ccccc4)nc3s2)cc1,0%
Cc1nc(NCc2ccccc2)c2cc[nH]c2n1,2%
C[C@H]1CN([C@@H](C)CO)C(=O)CCCn2cc(nn2)CO[C@@H]1CN(C)C(=O)Nc1ccccc1C(F)(F)F,7%
COc1ccc(N2C(=O)CC3(CCCC3)CC2=O)cc1,-18%
CCCCOC(=O)c1ccc(NC(=O)c2cc3c(=O)n4cccc(C)c4nc3s2)cc1,6%
Cc1ccc(C(C(=O)Nc2ccc(C(C)C)cc2)N(C)C(=O)c2ccc(=O)[nH]c2)cc1 (stereo unspecified),-3%
CCOc1ccc(N2CC(C(=O)NCc3ccc(C)n3C)CC2=O)cc1 (stereo unspecified),3%
COc1ccc(CCN2C(=O)N(c3ccc(C)cc3)C(=O)C2CC(=O)Nc2ccc(F)cc2)cc1 (stereo unspecified),-11%
COc1ccc2oc(C(=O)Nc3nccs3)c(C)c2c1,12%
COC(=O)c1c(SCC(=O)Nc2cc(C)cc(C)c2)[nH]c2ccccc2c1=O,-4%
CCCCc1nn2c(=O)cc(COC(=O)C3CCCCC3)nc2s1,5%
COc1ccc2sc(N(Cc3cccnc3)C(=O)c3cccs3)nc2c1,4%
O=C(NCCCc1nc2ccccc2n1Cc1ccccc1Cl)c1ccco1,-2%
CSc1ccc(S(=O)(=O)NCC(=O)OC2CCOC2=O)cc1[N+](=O)[O-] (stereo unspecified),-3%
O=C(O)c1cccc(-n2cccc2/C=C\[N+](=O)[O-])c1,10%
O=C(Cc1ccc(Cl)cc1)NCCS(=O)(=O)N1CCN(c2ccccc2)CC1,8%
Fc1ccc(Oc2ccnc(Cl)n2)c(Cl)c1,-12%
CCOC(=O)c1c(NC(=O)COC(=O)CCNS(=O)(=O)c2ccccc2)sc(C(=O)N(C)C)c1C,-4%
Cn1c(NCc2ccccc2F)nc2ccccc21,-14%
O=C1CNC(c2ccccc2)C(c2ccccc2)N1 (stereo unspecified),-1%
O=C(COCc1cc(-c2ccc3c(c2)OCO3)on1)Nc1cc(Cl)ccc1O,4%
CN(CC(=O)Nc1ccc(F)cc1)C(=O)COC(=O)Cc1cccs1,2%
O=[N+]([O-])c1ccc(CCn2ccnc2)cc1,10%
O=C(Nc1cccc(F)c1)c1coc(=O)c(Br)c1,-16%
CCCC1N=C2c3ccccc3N=C(SCC(=O)NCCc3ccc(Cl)cc3)N2C1=O (stereo unspecified),2%
Nn1c(SCc2cn3cc(Cl)ccc3n2)nnc1-c1ccncc1,-3%
C[C@H]1CN([C@@H](C)CO)S(=O)(=O)c2ccc(Br)cc2O[C@H]1CN(C)Cc1ccccc1F,-4%
CCOc1ccc(CNC(=O)CCCn2nc(C)c3sc4ccccc4c3c2=O)cc1,-5%
CCc1cc(C(=O)N2CCN(C(=O)c3ccccc3)CC2)sc1C,14%
Cc1ccc(Cc2nc3ccccc3nc2SCC(=O)Nc2ccc3c(c2)OCO3)cc1,-4%
COC(=O)C(CCCCNC(=O)c1ccc([N+](=O)[O-])cc1)NC(=O)c1ccc([N+](=O)[O-])cc1 (stereo unspecified),-2%
O=C(CC1CC2CCC1C2)Nc1nc(-c2ccccn2)cs1 (stereo unspecified),?
O=C(COc1ccc(S(=O)(=O)N2CCCC2)cc1)Nc1ccc(F)cc1,6%
CC(NC(=O)CSc1n[nH]c(-c2ccccc2)n1)c1nc2ccccc2n1C (stereo unspecified),5%
Cc1ccc2c(CC(=O)N3CCN(c4cccc(Cl)c4)CC3)coc2c1,28%
COc1ccc(-c2nnc(SCC(=O)c3ccc([N+](=O)[O-])cc3)o2)cc1OC,-4%

# Given with each value named: 4 of the compounds above
O=C(CC1CC2CCC1C2)Nc1nc(-c2ccccn2)cs1 (stereo unspecified)
  aSyn yeast rescue: ?
Cc1ccc(Cc2nc3ccccc3nc2SCC(=O)Nc2ccc3c(c2)OCO3)cc1
  aSyn yeast rescue: -4%
COC(=O)C(CCCCNC(=O)c1ccc([N+](=O)[O-])cc1)NC(=O)c1ccc([N+](=O)[O-])cc1 (stereo unspecified)
  aSyn yeast rescue: -2%
CCOc1ccc(CNC(=O)CCCn2nc(C)c3sc4ccccc4c3c2=O)cc1
  aSyn yeast rescue: -5%

# Remaining list, next part:
SMILES,aSyn yeast rescue
Cc1ccc2nc(NC(=O)c3cc(=O)c4cc(Cl)ccc4o3)sc2c1,2%
O=C(CCCn1c(=O)c2sccc2n(Cc2ccc(F)cc2Cl)c1=O)NCc1ccc2c(c1)OCO2,1%
COc1cccc(CN2C(=O)C3(SCC(=O)N3c3ccc(C(C)C)cc3)c3ccccc32)c1 (stereo unspecified),-14%
CCOC(=O)C1CCN(Cc2cn3c(-c4ccc(OC)cc4)nnc3s2)CC1,0%
Cc1ccccc1OCc1nnc(SCc2cc(=O)c3cc(F)ccc3[nH]2)n1C,-5%
CC(NC(=O)c1cc2c(=O)n3ccccc3nc2n(C(C)C)c1=N)c1ccccc1 (stereo unspecified),-4%
O=C1CCC(=O)N1Cc1c(Cl)cccc1Cl,4%
Cc1nc(NC(=O)c2ccccc2)sc1-c1cc(C(=O)N2CCOCC2)nn1Cc1ccccc1,-8%
O=C(CSc1nnc(-c2ccccc2)c(-c2ccccc2)n1)Nc1ccccc1Cl,6%
COc1ccc2nc(NC(=O)c3nc(S(=O)(=O)Cc4ccc(C)cc4)ncc3Cl)sc2c1,9%
C/C=C/c1ccc(OCC(=O)N(CCOC)c2c(N)n(CCCC)c(=O)[nH]c2=O)c(OC)c1,6%
Cc1ccc(CN2C(=O)c3ccccc3NC2c2ccccn2)cc1 (stereo unspecified),10%
Cc1ccc2nc(-c3ccccc3)cc(C(=O)N3CCN(c4ccccc4O)CC3)c2c1,-20%
c1ccc2cc(OCCOCCOc3ccc4ccccc4c3)ccc2c1,-1%
COc1ccccc1CNc1cc(C)nc2nc(-c3ccc(C)cc3)nn12,-4%
COc1cccc(C(=O)Nc2cccc(OCc3cc(=O)n4cc(C)ccc4n3)c2)c1,7%
Cc1c(C(=O)N(C)C)sc2c1c(=O)n(-c1ccc(F)cc1)c(=O)n2Cc1cc(=O)n2ccccc2n1,-5%
COc1ccc(-c2cc(-c3ccc(C)cc3)n[nH]2)c(O)c1,-19%
CCc1cc(C(=O)N2CCN(c3ccccc3)CC2)no1,-9%
Cc1oc(-c2cccc(Cl)c2)nc1CS(=O)(=O)CC(=O)NCCN1CCCC1,3%
CCCCCC(=O)N1C[C@@H](n2cc(C3CC3)nn2)[C@H](O)C[C@@H]1c1ccccc1,2%
CCCOc1ccc(Oc2nc(NCC(C)C)nc(N(C)C)n2)nn1,6%
COc1cc(OC)cc(C(=O)N2CCN(Cc3ccccc3[N+](=O)[O-])CC2)c1,3%
O=C(CSc1nnc(C2CC2)n1CC1CCCO1)Nc1cccc(Cl)c1 (stereo unspecified),-8%
Cc1ccc(NC(=O)c2cccc(S(=O)(=O)N3CCCC3)c2)nc1,-9%
Cc1ccc(N2CCN(C(=O)c3cnn(-c4ccc(F)cc4F)c3C3CCN(C(=O)OC(C)(C)C)CC3)CC2)c(C)c1,11%
CCc1ccc(C2CC(=O)Nc3c2c(C)nn3-c2nc(C)cc(C)n2)cc1 (stereo unspecified),-12%
CCN(CC)c1ccc(NC(=O)C2CCN(c3nnc(-n4cccc4)s3)CC2)c(C)c1,6%
Cc1ccc(CCNC(=O)c2cc3sccc3n2Cc2ccc(Cl)cc2)cc1,1%
COc1ccc(N2CCN(c3nc4ccc(C)cc4n4nnnc34)CC2)cc1,-4%
COc1ccc(/C=N\NC(=O)c2cccc(F)c2)cc1COc1ccccc1,6%
COc1ccc(NC(=O)COC(=O)C2CCCCC2)c([N+](=O)[O-])c1,-8%
CCOc1ccc(N2CC(C(=O)N3CCCC3)CC2=O)cc1 (stereo unspecified),-3%
O=C(N/N=C/c1ccc([N+](=O)[O-])o1)c1sc2ccccc2c1Cl,12%
CCC1CN(C(=O)N2CCC(C(=O)NCc3ccc(C)o3)CC2)c2ccccc2O1 (stereo unspecified),3%
Cc1ccc(C(=O)NCC(c2cccs2)S(=O)(=O)c2cccs2)cc1 (stereo unspecified),11%
CCC(Sc1nc2c(sc3ccccc32)c(=O)n1CCCC(=O)NC1CCCC1)C(=O)Nc1cccc(OC)c1 (stereo unspecified),-10%
Cc1nc2c(c(C)c1CCC(=O)NCc1ccc(Cl)cc1)c(=O)n(C)c(=O)n2C,-1%
CCOc1ccc(-n2ccnc(SCC(=O)Nc3cccc(OC)c3)c2=O)cc1,2%
COc1ccc2c(c1)CC(C(=O)NCCCN1CCN(c3ccc(F)cc3)CC1)CO2 (stereo unspecified),-1%
O=c1c2nccnc2[nH]c(=S)n1Cc1ccccc1Cl,2%
CCN(CC(=O)Nc1c(F)cccc1F)C(=O)c1cc([N+](=O)[O-])ccc1N1CCOCC1,-5%
Cc1nc2cc(C(F)(F)F)ccc2n1C,-12%
COc1ccc(-n2cc(C(=O)NCc3ccc(Cl)cc3)c3ccccc3c2=O)cc1,-8%
CCC(C)N(C(=O)COc1ccc(Br)cc1C=O)C1CCS(=O)(=O)C1 (stereo unspecified),-2%
Cc1c(Cl)cccc1NC(=O)Cn1cc2c(n1)CCCC2,4%
O=C(Nc1ccccc1F)C(Cc1ccccc1)n1cccc1 (stereo unspecified),0%
COc1ccc(NC(=O)CCc2nc3c(C)nn(-c4ccc(C)cc4)c3n(C)c2=O)c(OC)c1,-2%
CCCCN(C)CCNC(=O)C(NC(=O)C1CCC(C)CC1)C(C)C (stereo unspecified),-7%
CCC(C)c1ccc2oc(-c3ccc(NC(=O)c4cc5ccccc5o4)cc3)nc2c1 (stereo unspecified),16%
O=C(Nc1cc(Cl)ccc1Cl)c1cc(S(=O)(=O)NCCc2ccccc2)ccc1F,1%
